High-throughput results (PubChem BioAssay)
LYP inhibition – inhibitors of LYP phosphatase, biochemical, fluorescence intensity, uHTS (AID 1779); recombinant LYP phosphatase, fluorescence intensity; higher % means a stronger effect; one-dose inhibition, % at 11.5 µM; IC50 in µM for titrated hits; actives 0.054% (n = 290,000); in the data active means inhibition above about 50%;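 further: plate controls were vehicle with enzyme for no effect and no enzyme for full effect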
GPR55 antagonists – inhibition of LPI-stimulated GPR55 beta-arrestin translocation – imaging, U2OS, beta-arrestin-GFP, LPI agonist, primary screen (AID 2013). actives 0.13% (n = 290,000). inhibition, % at 10 µM, or IC50 in µM where a hit was titrated. U2OS GPR55 beta-arrestin-GFP translocation imaging, LPI antagonism; higher % means a stronger effect;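 active means spots per cell inhibited over 60%, with over 100 cells counted and total cytoplasm intensity under 500,000; inconclusive means wells with under 100 cells, flagged as likely toxic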;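 further: U2OS cells stably carrying GPR55 and arrestin-GFP stimulated by 5 µM LPI near EC80; imaged beta-arrestin-GFP aggregate spots per cell after agonist stimulation; plate controls were LPI-stimulated DMSO wells for no effect and DMSO wells without LPI for full effect; some results filed as inactive read as strong as hits; confirmed hits need IC50 under 10 µM and bright autofluorescent wells are also inconclusive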
Hep lipid drop – hepatic lipid droplet formation modulation; AML12 mouse hepatocytes, oleate lipid droplets, BODIPY imaging; actives 0.4% (n = 240,000); AID 1656; inhibition, % at 6.5 µM;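 active means lipid droplet intensity inhibited by at least 50%, with more than 500 cells counted; inconclusive means wells with under 300 cells, treated as cytotoxic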
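Material: mouse AML12 hepatocyte cell line, fixed after treatment; Timing: compound with oleate, overnight; Technique: high-content imaging of BODIPY-stained droplets and DAPI nuclei; Probe or stimulus: oleate, 100 µM final; Dosing: compound at 6.5 µM only.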
MgcRacGAP inhibition – MgcRacGAP GTPase-activating activity inhibitors, confirmation, biochemical, ADP Hunter fluorescence; MgcRacGAP-stimulated Rac1 GTP hydrolysis, ADP Hunter fluorescence; higher % means a stronger effect; GST-tagged Rac1 F28L mutant substrate; one-dose inhibition, % at 30 µM; IC50 in µM for titrated hits; actives 0.6% (n = 340,000);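 active means first-screen hits whose inhibition reached a set limit at any dose in the follow-up dose series; inconclusive means inhibition above the set first-screen limit but never retested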;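 further: fluorescence reports GDP produced by GAP-driven GTP hydrolysis; strong numbers were not always called active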
GPR55 beta-arrestin – GPR55 agonists via beta-arrestin recruitment, primary screen, imaging, U2OS cells, beta-arrestin-GFP redistribution (AID 1961); actives 0.048% (n = 290,000); U2OS GPR55 beta-arrestin-GFP redistribution imaging; higher % means a stronger effect; one-dose activation, % at 10 µM; EC50 in µM for titrated hits;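 active means activation above 40% with more than 50 cells counted in the well; inconclusive means wells holding fewer than 50 cells, flagged as toxic or sparse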;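 further: U2OS osteosarcoma cells stably expressing GPR55 and beta-arrestin-GFP; plate controls were DMSO negative control for no effect and LPI positive control for full effect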
GPR35 antagonists – GPR35 antagonists blocking zaprinast-driven arrestin recruitment, primary screen, imaging, U2OS, beta-arrestin-GFP, zaprinast agonist (AID 2058); actives 0.052% (n = 290,000); one-dose inhibition, % at 10 µM; IC50 in µM for titrated hits; U2OS GPR35 beta-arrestin-GFP translocation imaging, zaprinast antagonism; higher % means a stronger effect;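 active means inhibition of at least 50% with at least 30 cells and total cytoplasm GFP at most 10,000,000; inconclusive means under 30 cells or total GFP of 10,000,000 plus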
NTR1 ag – agonists of NTR1, primary screen, imaging, U2OS cells, beta-arrestin-GFP, high content (AID 493036); P30989; NTR1-U2OS beta-arrestin-GFP spot imaging, agonist mode; activation, % at 20 µM; actives 0.17% (n = 330,000);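 active means activation at or above 40% of the spot to cytoplasm intensity ratio, with at least 20 cells analyzed; inconclusive means wells under 20 cells, flagged as cytotoxic or low count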;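 further: 0% = DMSO without peptide and 100% = 100 nM NTR1 peptide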
Target sequence (P30989 whole entry, looked up): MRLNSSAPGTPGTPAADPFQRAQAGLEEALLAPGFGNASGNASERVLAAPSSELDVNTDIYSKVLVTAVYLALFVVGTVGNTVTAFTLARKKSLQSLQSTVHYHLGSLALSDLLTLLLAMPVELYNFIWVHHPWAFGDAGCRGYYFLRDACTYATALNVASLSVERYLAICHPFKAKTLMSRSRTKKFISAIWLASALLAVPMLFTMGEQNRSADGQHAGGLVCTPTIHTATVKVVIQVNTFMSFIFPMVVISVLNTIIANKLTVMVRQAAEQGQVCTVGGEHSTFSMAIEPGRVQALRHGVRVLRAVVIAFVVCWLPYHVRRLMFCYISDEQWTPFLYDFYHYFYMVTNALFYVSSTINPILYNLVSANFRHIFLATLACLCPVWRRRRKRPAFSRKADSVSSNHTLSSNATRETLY
T cell HTS – T cell immune modulation candidate | 2C CD8+ T cell-vesicle binding, flow cytometry; stronger effect = lower value | calls only at 7 µM | actives 0.068% (n = 330,000) | AID 2052;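 active means response, share of CD8 T cells binding vesicles, and their 90th percentile fluorescence all below set limits, cut at about 80% in these data, passing the limit was not always enough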
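Incubation: binding step 1.5 h, 37 °C, antibody labelling 20 min, ice; system: murine 2C transgenic CD8+ T lymphocytes; technique: cytometric PE anti-B7-1 and Alexa647 anti-CD8 signals after 1% paraformaldehyde fixation; also added: QL9-charged Drosophila Ld/ICAM-1/B7-1 vesicles; control set: naked versus QL9-loaded vesicles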
Large T inhibition – TAg ATPase/helicase activity blockers – biochemical (AID 1903); SV40 large T antigen ATPase/helicase inhibition assay; higher % means a stronger effect; actives 0.39% (n = 310,000); inhibition, % at 20 µM, or IC50 in µM where a hit was titrated; in the data active means a potency from the dose series; inconclusive means inhibition mostly from about 32% at the one dose, without a potency; inactive means the rest, 99 in 100 with inhibition below about 32%; further: strong numbers were not always called active
Hep lipid drop cells 6.5 µM – recorded beside Hep lipid drop, whose call it bears; cell count; measured here: cell count, cytotoxicity flag;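 cells counted across two imaged fields per well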
T cell HTS vesicle-bound % – also measured in T cell HTS; calls as there; double positive events, %; measured here: CD8+ vesicle-bound cell fraction;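 binding gate set so that unloaded-vesicle control wells show 10% double positive cells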
NTR1 ag cell count 20 µM – further read-out of NTR1 ag, marked with its call; cell count; measured here: cell count, cytotoxicity flag
The depositor's hits bear a star; i = inactive; ? = inconclusive; · = not tested or not shown. Random draw from the library; any-hit rate near 1.8%.

SMILES	LYP inhibition	GPR55 antagonists	Hep lipid drop	Hep lipid drop cells 6.5 µM	MgcRacGAP inhibition	GPR55 beta-arrestin	GPR35 antagonists	NTR1 ag	NTR1 ag cell count 20 µM	T cell HTS	T cell HTS vesicle-bound %	Large T inhibition
O=C(Nc1nc(-c2ccc(S(=O)(=O)N3CCCCCC3)cc2)cs1)c1cccs1	2%	8%	-24	686	-2%	-0.2%	6%	1.4	78	i	54	2%
CCCCOC(=O)CCn1c(=S)oc2ccccc21	-1%	4%	·	·	7%	-0.2%	-3%	0.8	45	i	25	9%
Cc1ccccc1Cn1c(C)nc2ccccc21	-9%	-11%	-24	721	11%	0.7%	2%	1.3	51	i	24	5%
CCN(CC)S(=O)(=O)c1ccc(S(=O)(=O)Nc2ccc3c(c2)oc2ccccc23)cc1	6%	0%	-8	737	10%	0.0%	-1%	29	103	i	33	-5%
CN(C)CCN1C(=O)C(O)=C(C(=O)c2cc3ccccc3o2)C1c1ccccn1 (stereo not given)	-5%	-1%	·	·	·	-0.1%	-8%	0.0	43	i	47	11%
Cc1ccc(S(=O)(=O)NCCCOC(=O)Nc2ccncc2)cc1	-5%	-2%	·	·	3%	-0.1%	9%	-0.2	38	i	54	16%
COC(=O)c1ccccc1NC(=O)C(C)NS(=O)(=O)c1ccc(OC)cc1 (stereo not given)	-1%	12%	-3	753	7%	-0.2%	5%	1.4	42	i	35	-3%
CCN(CC(=O)Nc1ccccc1OC)C(=O)CN1C(=O)NC2(CCCC2)C1=O	·	·	·	·	1%	·	·	0.9	60	i	48	16%
CC1(C)CC2(CCO1)C(Nc1ccccc1)=NC(=S)N2c1ccccc1 (stereo not given)	-2%	9%	1	708	·	-0.2%	19%	1.5	52	i	26	2%
NC(=O)CSc1nnnn1-c1ccc2c(c1)OCCO2	-3%	13%	·	·	12%	-0.2%	4%	1.6	37	i	26	25%
COc1ccc(C(=O)N2CCN(C)C(=O)[C@@H]2C)cc1OC1CCN(C(C)C)CC1	-11%	-18%	11	679	4%	0.3%	-2%	-0.2	63	i	40	18%
Nc1nc(N)c(N=Nc2ccc(SCC(=O)O)cc2)c(=O)[nH]1	-5%	4%	34	756	5%	0.9%	3%	-0.4	66	i	54	6%
CCN(Cc1ccncc1)C(=S)Nc1ccc(Cl)cc1	-9%	-5%	3	728	-5%	-0.4%	-2%	0.8	74	i	57	28%
Cn1c(C(N)=O)cnc1Sc1ncc(C(F)(F)F)cc1Cl	-6%	8%	·	·	7%	-0.1%	17%	-0.5	42	i	53	4%
Cc1nnc(-c2cnn(-c3ccccc3)c2N)n1Cc1ccccc1	1%	-6%	·	·	3%	0.0%	5%	0.8	84	i	42	5%

Exported in CSV form: part of the list above.
SMILES,LYP inhibition,GPR55 antagonists,Hep lipid drop,Hep lipid drop cells 6.5 µM,MgcRacGAP inhibition,GPR55 beta-arrestin,GPR35 antagonists,NTR1 ag,NTR1 ag cell count 20 µM,T cell HTS,T cell HTS vesicle-bound %,Large T inhibition
CCN(Cc1ccncc1)C(=S)Nc1ccc(Cl)cc1,-9%,-5%,3,728,-5%,-0.4%,-2%,0.8,74,i,57,28%
Cn1c(C(N)=O)cnc1Sc1ncc(C(F)(F)F)cc1Cl,-6%,8%,·,·,7%,-0.1%,17%,-0.5,42,i,53,4%

Further results follow:
SMILES	LYP inhibition	GPR55 antagonists	Hep lipid drop	Hep lipid drop cells 6.5 µM	MgcRacGAP inhibition	GPR55 beta-arrestin	GPR35 antagonists	NTR1 ag	NTR1 ag cell count 20 µM	T cell HTS	T cell HTS vesicle-bound %	Large T inhibition
CC(C)C[C@@H](CO)N1CCN(C)CCC1=O	-20%	-3%	0	807	11%	-0.1%	-5%	1.9	93	i	19	-1%
COC1C(C)=C(C)C(=O)N1Cc1ccc(F)cc1 (stereo not given)	-9%	22%	·	·	-3%	-0.1%	8%	1.2	44	i	35	-2%
COC(=O)COc1ccc(-c2ccccc2)cc1C=O	-7%	-47%	10	746	9%	0.9%	-5%	9.4	38	i	29	-3%
COCC(=O)Nc1cc(Cl)c(OC)cc1OC	-4%	11%	-6	525	5%	-0.8%	-2%	0.0	51	i	32	5%
COc1ccc(N2CCN(CC(O)COCc3ccccc3)CC2)cc1 (stereo not given)	-3%	8%	32	697	12%	-0.2%	6%	-0.6	78	i	37	10%
CN(C)CC(O)CN1C(=O)NC(C)(C)C1=O (stereo not given)	-5%	0%	-29	718	0%	0.1%	-14%	-0.1	83	i	57	14%
O=C(c1cccs1)N1CCc2c([nH]c3ccccc23)C1c1ccc(Cl)cc1 (stereo not given)	-1%	18%	·	·	11%	0.0%	-3%	1.5	70	i	15	13%
O=C(c1ccncc1)c1ccc(NC(=O)c2cccs2)cc1	4%	-8%	-64	712	2%	-0.4%	-12%	-0.3	54	i	45	3%
COc1ccc(-n2nc(C(=O)NCC(=O)NCc3ccco3)c3ccccc3c2=O)cc1	-4%	17%	·	·	11%	-0.2%	3%	0.2	84	i	19	9%
COC(=O)N(NC(=O)C(O)(CCC(C)C)CCC(C)C)c1ccccc1	-2%	12%	-7	670	6%	-0.4%	4%	-1.7	76	i	59	12%
COc1cccc(CN2CC(C(=O)N(C)Cc3nc4ccc(F)cc4[nH]3)CCC2=O)c1 (stereo not given)	-6%	-1%	7	686	-5%	-0.2%	-15%	-0.7	65	i	11	4%
CC1(C)Cc2c(C#N)c(NCCCO)nc(-c3ccccc3)c2CO1	-10%	-5%	·	·	13%	-0.1%	8%	-2.8	93	i	37	0%
COc1ccccc1C(=O)N1CCC(N2CCN(c3ccccc3OC)CC2)CC1	-10%	1%	-11	692	?	0.3%	9%	2.6	49	i	34	12%
Clc1ccccc1-c1ccc(/C=N/Nc2nncc(-c3ccccc3)n2)o1	0%	-9%	20	623	5%	-0.6%	3%	4.9	50	i	51	-2%
CC(C)CC(=O)NS(=O)(=O)c1ccc(NC(=O)c2ccco2)cc1	-3%	16%	-3	616	2%	-0.1%	0%	0.4	32	i	50	9%
Cc1cccc(OCCCc2c(C)n[nH]c2C)c1	-3%	-8%	·	·	11%	-0.3%	-9%	1.2	50	i	27	28%
FC(F)Oc1ccccc1/C=N/n1cnc2ccccc21	-4%	7%	-11	684	-1%	0.6%	-5%	0.3	93	i	30	11%
COc1ccc(NC(=O)CN2C(=O)NC3(CCCC3)C2=O)cc1Cl	-6%	1%	-24	797	6%	0.7%	8%	3.1	42	i	25	1%
CCOC(=O)CSc1nnc(CNC(=O)c2ccccc2OC)n1-c1ccc(OC)cc1	-3%	-6%	·	·	10%	0.0%	13%	2.4	72	i	58	-3%
Cn1nccc1C(=O)Nc1ccccc1C(=O)O	0%	7%	·	·	-1%	-0.2%	-6%	1.0	59	i	45	4%
COc1ccc(-c2csc(N(CC(C)C)C(=O)c3ccco3)n2)cc1	-6%	5%	2	791	6%	0.0%	10%	2.6	63	i	37	5%
NS(=O)(=O)c1ccc(NC(=O)COC(=O)C2(c3ccccc3F)CCCC2)cc1	-5%	13%	0	635	-7%	-0.3%	-6%	-1.9	67	i	40	1%
COC(=O)c1cc(NC(=O)c2ccc(F)cc2)cc(C(=O)OC)c1	-4%	16%	-8	576	3%	-0.1%	18%	-0.4	48	i	65	23%
Cc1cc(C)c(NC(=O)CNC(=O)c2ccccc2OCc2c(C)noc2C)c(C)c1	·	·	·	·	0%	·	·	-1.6	56	i	12	6%
O=C(Nc1ccccc1N1CCN(C(=O)c2ccccc2)CC1)c1ccco1	-9%	-1%	4	798	7%	0.2%	3%	-0.4	50	i	3	2%
O=C(NC1CCCCC1)c1ccc(S(=O)(=O)N2CCCCC2)cc1	-6%	5%	0	749	2%	-0.3%	-3%	2.8	82	i	22	0%
CCN(c1ccccc1)c1nc(=O)c2cccnc2s1	-5%	10%	-20	703	9%	-0.1%	-3%	0.1	28	i	8	·
COC(=O)c1c(NS(=O)(=O)Cc2ccccc2)sc2c1CCCC2	-1%	14%	-1	740	15%	-0.1%	-5%	0.9	44	i	32	22%
CCOC(=O)c1ccccc1NC(=O)COC(=O)CN1C(=O)C2CC=CCC2C1=O (stereo not given)	-5%	13%	-1	833	0%	-0.1%	-7%	0.5	49	i	42	6%
CC(C)(C)c1ccc(OCC(=O)Nc2ccc3c4c(cccc24)C(=O)NC3=O)cc1	1%	-2%	1	724	9%	0.3%	10%	·	·	·	·	9%
Cc1ccccc1OCC(=O)NS(=O)(=O)c1ccc(Cl)cc1	-10%	8%	10	823	3%	0.0%	-5%	-0.5	49	i	4	0%
Cc1cc(/C=C(\C#N)C(=O)NCc2ccco2)c(C)n1C1CCCC1	4%	10%	-7	718	0%	0.0%	-2%	2.2	91	i	48	10%
COc1ccccc1C(=O)NCCC(=O)NCC(c1ccco1)N1CCCCC1 (stereo not given)	·	·	·	·	12%	·	·	0.8	45	i	49	4%
Cc1ccc2nc3c(c(C(=O)OCC(=O)N(C)C4CCS(=O)(=O)C4)c2c1)CCCC3 (stereo not given)	-6%	2%	-6	713	-7%	-0.3%	-8%	0.4	34	i	16	15%
CS(=O)(=O)N(CCc1ccccc1)CC(=O)NCc1ccccc1Cl	5%	6%	10	654	3%	-0.1%	14%	1.9	56	i	52	23%
CC(=O)Nc1cccc(NC(=O)CSc2nnc3ccc(-c4cccnc4)nn23)c1	·	·	·	·	-2%	·	·	-1.0	68	i	33	9%
Cc1ccc(-n2ncc3c2CC(C)(C)CC3NC(=O)c2c(C)noc2C)cc1 (stereo not given)	-6%	3%	1	696	5%	-0.1%	12%	0.5	57	i	3	-14%
O=C(c1ccc(Cl)cc1)N1CCN(C(=O)C2CCCCC2)CC1	-12%	11%	0	818	7%	-0.1%	3%	-1.2	58	i	34	23%
COc1ccc(C(=O)C2CCN(C(=O)c3ccc(F)cc3)CC2)cc1	-5%	-9%	-1	793	5%	-0.2%	-7%	0.8	49	i	35	10%
NCC/C=C1/c2ccccc2CSc2ccccc21	-14%	18%	-1	679	9%	0.3%	-6%	0.5	59	i	20	3%
